Source: PubChem
Pf growth 48h: inhibits P. falciparum growth in the first generation, 48 h; P. falciparum luciferase growth in erythrocytes, 48 h; Potency, µM (titrated, usually from 28.7 µM), without a hit: at the top dose activity change, negative = inhibition, most hits filed as inhibitors; hit rate 5.9% among 310,000; also: potency is read from the fitted curve at half-maximal effect; % is scaled to controls: 0 for no effect and ±100 for the full control effect
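Luminescence readout; reporter = integrated firefly luciferase in P. falciparum. RBC culture at 2% hematocrit, 0.1% parasitemia final, 37 C/5% CO2; decreased signal taken as growth inhibition.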
Pf growth 96h: P. falciparum growth inhibition at 96 hour, primary screen for plastid delayed-death inhibitors | hit rate 6.9% among 320,000 | AID 504834 | Potency, µM (series often up to 28.7 µM), for inactives: top-dose activity change, negative = inhibition, most hits filed as inhibitors | P. falciparum luciferase reporter growth, 96 h; also: potency is read from the fitted curve at half-maximal effect; % is scaled to controls: 0 for no effect and ±100 for the full control effect
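P. falciparum expressing integrated firefly luciferase, in erythrocytes at 2% hematocrit, 0.05% parasitemia, incubated with compounds 96 h at 37 C, 5% CO2. Growth inhibition read as loss of luminescence; two-generation exposure targets delayed-death apicoplast inhibitors.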
Giardia FBPA inh: Giardia lamblia aldolase inhibition; Potency, µM (titrated, usually from 59.6 µM), for the others: at the top dose activity, negative = inhibition, most hits filed as inhibitors; AID 2451; purified Giardia FBPA; A8B2U2; hit rate 0.71% among 290,000; also: potency is read from the fitted curve at half-maximal effect; % is scaled to controls: 0 for no effect and ±100 for the full control effect; nearly all actives have a fitted effect of over 55% in size
Target sequence (A8B2U2 whole entry, looked up): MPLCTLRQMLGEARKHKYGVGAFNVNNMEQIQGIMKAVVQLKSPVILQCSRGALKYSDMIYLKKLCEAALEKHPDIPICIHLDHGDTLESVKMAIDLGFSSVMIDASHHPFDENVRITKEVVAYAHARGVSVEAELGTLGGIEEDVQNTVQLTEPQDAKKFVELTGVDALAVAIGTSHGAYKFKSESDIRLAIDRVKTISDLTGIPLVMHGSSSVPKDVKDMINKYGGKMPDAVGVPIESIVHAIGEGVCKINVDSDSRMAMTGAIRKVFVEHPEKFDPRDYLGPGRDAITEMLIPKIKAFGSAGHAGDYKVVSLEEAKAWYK
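Giardia FBPA (40 nM reagent) was preincubated 10 min at RT with compound (up to 57.5 uM final), then substrate plus GAPDH/TPI/NAD/arsenate coupling system with diaphorase/resazurin was added; resorufin fluorescence (525/598 nm) was read after 20 min.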
HCV inh: HCV inhibition. Potency, µM (highest dose often 41.8 µM), without a hit: at the highest dose activity change, negative = inhibition, hits mostly inhibitors. hit rate 3.4% among 340,000. Huh7.5.1 HCVcc-Cre infection, luciferase reporter, 44 h; also: potency is read from the fitted curve at half-maximal effect; % is scaled to controls: 0 for no effect and ±100 for the full control effect
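Luciferase read-out (15 sec integration) after a 15 min room-temperature substrate step quantifies HCVcc-Cre infection. Cells, 1,000 per well, had compound added 4 h post-plating, then virus at ~0.5 moi, and were cultured 44 h.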
Shiga inhibitor: inhibitors of Shiga toxin in Vero cells | inhibition, % at 38.7 µM | AID 2315 | hit rate 9.2% among 290,000 | Vero cells, Shiga toxin protein synthesis inhibition reporter; in the data active = inhibition mostly above about 28%, no sharp cut-off; inactive = mostly below about 43%; also: 0% is about no effect
CHX counter: counter-screen for Shiga toxin inhibitors: cycloheximide protein synthesis inhibition; cell reporter, cycloheximide protein synthesis inhibition counterscreen; max response, %; hit rate 12% among 300,000; AID 2314; in the data active = max response mostly above about 13%, no sharp cut-off; inactive = mostly below about 14%; also: read at 38.3 µM for the half of the compounds with a filed dose; 0% is about no effect
An asterisk follows results filed as active; ? = inconclusive; · = not tested or not shown; & = joins results of further samples; [ ] = remark or other dose. Unless noted, calls follow the shape of the dose curve; as a rule, active = well fitted curve in the direction sought with a large enough effect; inconclusive = small, poorly fitted or top-dose-only effect, or another doubt; inactive = no such curve, though single readings can be large; an effect the other way counts as inactive or inconclusive.

SMILES	Pf growth 48h	Pf growth 96h	Giardia FBPA inh	HCV inh	Shiga inhibitor	CHX counter
Cn1c(=O)c2c(nc(N/N=C/c3ccco3)n2C)n(C)c1=O	?	29%	?	13%	-5	5
CCc1ccccc1NS(=O)(=O)c1ccc2[nH]cc(C(=O)NC3CCCC3)c(=O)c2c1	13µM*	-2%	8%	5%	-13	-3
Cc1sc2ncnc(SCc3ccco3)c2c1C	?	9%	-9%	-12%	-4	-3
Cc1[nH]n(S(=O)(=O)c2ccccc2)c(=O)c1N=Nc1cccc(Cl)c1	0%	12%	?	-5%	-3	-3
NC(=O)CC(NC(=O)Cc1cccc2ccccc12)c1ccc(NC2CCN(Cc3ccccc3)CC2)c([N+](=O)[O-])c1 (stereo not drawn)	-16%	?	6%	10%	-6	-1
COc1ccc(CNc2nc(NC(C)=O)nn2-c2ccccc2)cc1	2%	?	4%	5%	-2	-2
CCOc1ccc(N(CC(=O)NCc2ccc(OC)cc2)S(=O)(=O)c2c(C)noc2C)cc1	-16%	9.3µM*	5%	6%	-6	-1
COc1ccc(CNC(=O)CN(C(=O)c2csnn2)c2ccc(C(C)=O)cc2)cc1	10µM*	0%	·	11%	39	10
O=C(CCSc1ccc(Cl)cc1)NC1CCCC1	25%	5.9µM*	1%	9%	-2	-1
Cn1c(SCC(=O)Nc2ccc3nc(SCC(=O)NC4CC4)sc3c2)nnc1-c1ccccc1	?	?	7%	-7%	5	-2
CCNC(=S)NNC(=O)Nc1ccccc1	·	11%	-19%	0%	-10	-2
Cc1c(Cl)cccc1NC(=S)NCCc1ccc(S(N)(=O)=O)cc1	-13%	10µM*	2%	9%	-10	-4
CCCOc1ccc(-c2c(C(=O)N/N=C(\C)COc3ccccc3)nnn2-c2nonc2N)cc1	-1%	41%[activator]	-5%	-4%	-11	-4
CC(=O)NN1C(=O)c2ccccc2NC1c1ccccc1F (stereo not drawn)	-8%	0%	1%	1%	-2	-3
Cc1ccc(NC2CCCN(C(=O)c3cccs3)C2)cc1C (stereo not drawn)	7%	8%	·	-7%	30	9
O=C(NC(C(=O)c1ccccc1)n1ccc(=O)[nH]c1=O)c1ccccc1 (stereo not drawn)	17%	-98%	1%	1%	5	-1
CO/N=C/c1ccc(N2CCN(C(=O)c3ccc(Cl)cc3Cl)CC2)c([N+](=O)[O-])c1	-10%	-31%	-2%	8.9µM*	-20	-2
COc1cc(OC)cc(C(=O)NNC(=O)c2ccc3ccccc3n2)c1	?	?	·	?	·	·
Cc1ccc(N2CC(C(=O)Nc3ccc4c(c3)OCO4)CC2=O)cc1C (stereo not drawn)	4%	5%	-8%	2%	-5	0
CCN1CCCc2cc(CN(CCN3CCOCC3)C(=S)Nc3ccc(OC)c(Cl)c3)ccc21	?	19µM*	-5%	-17%	8	3
O=C(NCc1ccc2c(c1)OCO2)C(=O)Nc1cc2c3c(c1)CC(=O)N3CCC2	?	?	·	-16%	·	·
COc1ccc(C(=O)OCc2nnc(-c3ccccc3)o2)cc1S(=O)(=O)N1CCOCC1	16%	7%	·	-2%	·	·
CCOc1ncccc1C(=O)OCC(=O)Nc1cc(C(=O)OC)ccc1C(=O)OC	-10%	?	15%	·	-6	-1
CCCNC(=O)c1nc(C)n(-c2cc(Cl)cc(Cl)c2)n1	10%	?	1%	-5%	-19	-1
CS(=O)(=O)N1N=C(c2ccco2)CC1c1ccccc1Cl (stereo not drawn)	-19%	-7%	0%	5%	20	-1
COc1cccc2cc(C(C)=O)oc12	-9%	?	-1%	1%	-5	-2
CC1CCCN(C(=O)CSc2nc3ncccc3[nH]2)C1 (stereo not drawn)	14%	-1%	-14%	?	33*	15*
CC(C)Sc1nc2ccsc2c(=O)[nH]1	-1%	26%	-6%	-12%	22	6
O=C(CSc1ccccc1)N/N=C/c1ccccc1O	?	7%	15%	?	46	25*
Cn1nc(-c2ccc(Cl)cc2)cc1NC(=O)CC(C)(C)CC(=O)O	-2%	8%	7%	16%	27	-1
CCN(C(=O)CSc1nc(-c2ccccc2)cn1N)c1c(N)n(Cc2ccccc2)c(=O)[nH]c1=O	-23%	0%	·	6%	·	·
COc1ccc(C(=O)NC(Cc2c[nH]c3ccccc23)C(=O)O)cc1 (stereo not drawn)	33%[activator]	-14%	8%	13%	1	1
COc1cc2cc(Oc3ccc4ccc(=O)oc4c3)c(=O)oc2cc1OC(C)=O	-16%	12%	13%	4%	-1	-2
O=C(CN(C(=O)C1COc2ccccc2O1)c1ccccc1)NCC1CCCO1 (stereo not drawn)	12%	?	2%	19%	-12	-3
Cc1ccc(-n2c(O)c(/C=N/NC(=O)c3ccncc3)c(=O)[nH]c2=O)cc1	16%	35%[activator]	-15%	5%	-5	10
O=C(c1ccco1)N1CCN(Cc2cn[nH]c2-c2cccc3ccccc23)CC1	?	-15%	4%	-13%	17	5
c1coc(CNc2nc3nonc3nc2NCc2ccco2)c1	1%	·	?	?	-5	4
COc1ccccc1/C=C/C(=O)OCC(=O)NC1CC1	-6%	39%[activator]	·	-4%	·	·
CCOC(=O)c1c(C)nc(SCC(N)=O)c(C#N)c1-c1ccccc1	-4%	-14%	9%	19%	-11	-5
O=C(Cn1ccccc1=O)c1ccc(Cl)cc1	12%	17%	0%	9%	-6	-3
O=C(NC1CCCCC1)c1n[nH]c2c1CC(c1ccccc1)CC2 (stereo not drawn)	57%[activator]	48%[activator]	·	8%	·	·
COCCCNC(=O)CSc1nc2sc(C(=O)OC)c(C)c2c(=O)n1N	5%	2%	4%	-2%	21	-4
CCN1CCN(CC(=O)Nc2nc3ccc(C)cc3s2)CC1	-25%	52%	?	?	15	12
COc1ccccc1Nc1nc(N2CCOCC2)nc(N2CCOCC2)n1	?	10µM*	·	?	12	-11
CCCNC(=O)c1ccccc1NC(=O)c1ccccc1N(C)S(=O)(=O)c1ccccc1	?	?	0%	?	-16	-1
COc1ccc(Cl)cc1C(=O)Nc1nc2ccc(S(C)(=O)=O)cc2s1	85%[activator]	?	-7%	·	28	20
Nc1nc(NCCOCCO)nc(Nc2cccc(F)c2)c1[N+](=O)[O-]	?	?	-10%	?	-15	-4
CCCn1c(CN2CCN(c3cccc(Cl)c3)CC2)nc2c1c(=O)n(C)c(=O)n2C	·	-23%	2%	?	-31	-8
CCc1cc2c(=O)c(-c3cnn(-c4ccccc4)c3)c(C)oc2cc1OCC(=O)Nc1cccc(C)c1	-17%	?	3%	?	-10	4
O=C(CSc1nc2ccccc2c(=O)[nH]1)N1CCN(c2ccccc2)CC1	0%	?	·	10%	-5	14
O=C(CCCn1c(=O)oc2ccccc21)N1CCN(c2ccccn2)CC1	-1%	?	0%	-2%	38	9
O=C(COc1ccc2ccccc2c1Br)NC(=S)Nc1cccc(CO)c1	39%[activator]	7%	0%	-21%	22*	51*
CC1CCN(CCCCOc2ccc([N+](=O)[O-])cc2)CC1	?	?	?	13%	-23	-3
O=C(NCCCNCc1ccccc1)c1ccccn1	-4%	?	6%	23%&10%	-4	-1
CC(=O)n1cc([C@H]2C=C(C(=O)Nc3ccccc3)O[C@@H](OCCCCO)C2)c2ccccc21	9.3µM*	?	-3%	-13%	2	15
Cc1cc(/C=C(\C#N)C(=O)O)c(C)n1CC1CCCO1 (stereo not drawn)	-2%	18%	13%	-5%	-20	-3
NC(=O)c1cccn1Cc1ccccc1Cl	69%[activator]	0%	-9%	·	-11	-2
O=[N+]([O-])c1ccc(N2CCN(c3cccc(Cl)c3)CC2)cn1	0%	-24%	-1%	-15%	4	9
S=C(NCCc1ccccc1)NCCN1CCOCC1	47%[activator]	-8%	-6%	24%	16	6.9*
O=C(CSc1ccc2nnc(-c3cccs3)n2n1)N1CCCC1	8%	?	0%	27%	2	3

Additional compounds:
SMILES	Pf growth 48h	Pf growth 96h	Giardia FBPA inh	HCV inh	Shiga inhibitor	CHX counter
COc1ccccc1NS(=O)(=O)c1c(C(=O)N2CCCC2)c(C)n(C)c1C	8%	5%	·	14%	-6	-2
C/C(CCc1ccccc1)=N\NC(=O)CC(=O)NCCc1ccccc1	10%	-10%	4%	25%	8	-1
O=[N+]([O-])c1cc(S(=O)(=O)NCCN2CCOCC2)ccc1Sc1nnnn1-c1ccccc1	13µM*	?	-20%	?	10	16*
O=C(NCc1cn(-c2ccccc2)nc1-c1ccccc1)c1cccc([N+](=O)[O-])c1	?	-80%	-7%	-5%	12	13*
Cc1cc2c(sc3c(C)ccc(C)c32)c(C)n1	41%[activator]	33%[activator]	-8%	?	14	9
CC(C)c1ccc(NC(=O)C(c2ccccc2)N2CCN(C(=O)c3ccco3)CC2)cc1 (stereo not drawn)	9.3µM*	?	·	-7%	125*	55*
COC(=O)C1=C(c2c(C)noc2C)C[C@@H]2CC[C@H]1N2C(=O)NC1CC1	16%	29%	·	0%	·	·
CC1CCCN(CCCNC(=O)c2cc3c(s2)-c2ccccc2OC3)C1 (stereo not drawn)	?	13%	-2%	11µM*	-5	-4
Cc1cccc(-c2noc(C3CCCCC3)n2)c1	164%[activator]	·	14%	15%	198*	55*
COc1ccc(C(=O)/C(C#N)=N/Nc2ccccc2[N+](=O)[O-])cc1	26%	8%	0%	4%	7	-1
COc1ccc(-n2nc3c(c2NC(=O)COc2cccc(OC)c2)CS(=O)(=O)C3)cc1	-1%	-15%	·	·	3	2
O=P(O)(O)C#Cc1ccccc1	-6%	·	25%	15%	28	-1
COc1ccc(C)cc1NC(=O)CCN1CCN(c2ccccc2)CC1	?	23%	8%	-13%	-7	1
Cc1csc2nc(CNC(=O)C3CCCCC3)cn12	9%	5%	2%	0%	10	13*
c1csc(C2CCCN2c2nc3nonc3nc2NC2CC2)n1 (stereo not drawn)	-4%	-11%	-15%	2%	-19	-4
COc1ccc(OC)c(NC(=O)c2ccc(N3C(=O)C4CC=C(C)CC4C3=O)cc2)c1 (stereo not drawn)	16%	?	8%	-27%	-6	-3
O=C(OCCN1CCOCC1)c1ccc(OCCN2CCOCC2)cc1	·	35%[activator]	-29%	6%	-7	-2
Cc1ccc(-c2cc(C(=O)N/N=C\c3cnn(C)c3C)c3ccccc3n2)cc1C	·	?	-1%	-20%	49	9
CC1CCC2(CC1)NC(=O)N(NC(=O)c1cccs1)C2=O (stereo not drawn)	-24%	0%	·	15%	·	·
CC1CCCC(C)N1C(=O)Cn1nnc(-c2ccccc2)n1 (stereo not drawn)	-5%	38%[activator]	-9%	6%	33*	4
